# TEAD-YAP block: TEAD-YAP interaction inhibition, primary screen, TEAD-YAP interaction inhibitor project, luminescence, HEK-TIYL cells; TEAD-Gal4/YAP UAS-luciferase luminescence; inhibition, % at 9.12 µM; hit rate 1.4% among 640,000; in the data active = inhibition above about 32%;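 note: 0% = median of test compound wells and 100% = reference inhibitor wells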
# FBW7 act: FBW7 E3 ligase activators, primary screen, biochemical, AlphaScreen, human; F-box/WD repeat-containing protein 7 (Homo sapiens), Q969H0; AlphaScreen FBW7–phospho-cyclin E peptide binding, activator screen; normalized activity (activation), % at 26.1 µM; hit rate 0.13% among 650,000; AID 1259310, 2017; in the data active = normalized activity above about 1.9%;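 note: purified mutant Fbw7 with reduced substrate affinity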
# Target sequence (Q969H0 whole entry, looked up): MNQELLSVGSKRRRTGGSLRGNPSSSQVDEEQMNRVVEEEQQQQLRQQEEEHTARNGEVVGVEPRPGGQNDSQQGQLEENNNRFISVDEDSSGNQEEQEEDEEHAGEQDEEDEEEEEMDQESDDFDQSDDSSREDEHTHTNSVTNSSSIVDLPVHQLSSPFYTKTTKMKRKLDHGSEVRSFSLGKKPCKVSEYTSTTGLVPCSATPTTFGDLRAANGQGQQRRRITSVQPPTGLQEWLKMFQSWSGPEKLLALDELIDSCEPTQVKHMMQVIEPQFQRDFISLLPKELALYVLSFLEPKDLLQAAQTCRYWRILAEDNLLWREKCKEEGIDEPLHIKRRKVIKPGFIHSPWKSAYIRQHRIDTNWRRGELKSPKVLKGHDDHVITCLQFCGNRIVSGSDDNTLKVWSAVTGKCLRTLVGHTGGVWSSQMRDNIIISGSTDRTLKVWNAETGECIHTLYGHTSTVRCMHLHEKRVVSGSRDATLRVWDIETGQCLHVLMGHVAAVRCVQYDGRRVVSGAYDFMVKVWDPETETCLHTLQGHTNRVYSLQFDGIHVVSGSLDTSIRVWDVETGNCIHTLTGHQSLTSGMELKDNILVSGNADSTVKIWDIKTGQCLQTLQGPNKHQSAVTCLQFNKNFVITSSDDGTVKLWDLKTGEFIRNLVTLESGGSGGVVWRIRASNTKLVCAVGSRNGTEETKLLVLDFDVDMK
# MITF primary: MITF inhibitors, primary screen, biochemical, AlphaScreen, human; hit rate 0.91% among 650,000; inhibition, % at 2.6 µM; AID 1259374, 2018; AlphaScreen MITF homodimerization, bead proximity signal; Microphthalmia-associated transcription factor (Homo sapiens), O75030; in the data active = inhibition above about 50%;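 note: 0% = vehicle wells with protein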
# GPR151 activ: activators of human GPR151, primary screen, cell-based, PathHunter beta-arrestin, luminescence | G-protein coupled receptor 151 (Homo sapiens), Q8TDV0 | PathHunter beta-arrestin GPR151 cells | activation, % at 11.2 µM | hit rate 1% among 650,000 | AID 1508602, 2020; in the data active = activation above about 4.9%;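 note: 0% = median of compound wells and 100% = cells with positive control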
# Target sequence (Q8TDV0 whole entry, looked up): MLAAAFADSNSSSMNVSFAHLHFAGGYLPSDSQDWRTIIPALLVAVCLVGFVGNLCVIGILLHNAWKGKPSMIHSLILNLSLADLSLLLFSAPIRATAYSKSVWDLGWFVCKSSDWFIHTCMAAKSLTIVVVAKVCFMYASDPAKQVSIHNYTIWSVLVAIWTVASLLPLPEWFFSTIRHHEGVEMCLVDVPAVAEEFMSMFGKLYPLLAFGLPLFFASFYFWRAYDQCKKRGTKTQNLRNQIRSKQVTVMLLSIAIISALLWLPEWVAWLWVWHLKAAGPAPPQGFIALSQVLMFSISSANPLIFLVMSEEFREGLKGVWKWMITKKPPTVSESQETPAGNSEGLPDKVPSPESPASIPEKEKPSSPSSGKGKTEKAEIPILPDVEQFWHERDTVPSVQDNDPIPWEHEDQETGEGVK
# Active calls of the source: *; . = no result given; & = joins results of further samples.
SMILES,TEAD-YAP block,FBW7 act,MITF primary,GPR151 activ
CC(C)(C)NC(=O)Nc1ccc(S(=O)(=O)N2CCCC2)cc1,-8,-0.1,-3,-1.1
O=C(NCc1ccccc1)c1cc(Sc2ccc(Cl)cc2)nc2ccccc12,3,0.0,3,-0.3
CN(C)S(=O)(=O)c1ccc(C(=O)OCc2ccc3c(c2)OCO3)cc1,-17,0.1,4,2.1
COC(=O)c1ccc(NC(=O)CN2CCC(C(N)=O)(N3CCCCC3)CC2)cc1,-10,-0.1,-3,0.8
CCCN(CCC)S(=O)(=O)c1ccc(C(=O)Nc2sc3c(c2C(=O)OCC)CCN(C(=O)OCC)C3)cc1,-11,0.0,-6,0.1
CCOc1c[nH]c(C(=O)Nc2ccc(Cl)c(Cl)c2)cc1=O,-47,0.0,0,-8.5
CCCS(=O)(=O)N1CCC(C(=O)N2CCCC2)CC1,-4,1.7,15,-1.4
Cc1cccc(N2CCN(C(=O)c3cccc(N4CCCC4=O)c3)C(C)C2)c1 (stereo not given),58*,0.0,2,-0.6
Cc1oc2ccc(O)cc2c1C(=O)N(C)C,-1,0.1,-5,-1.4
CN1CCCc2cc(CN3CCC4(CC3)NC(=O)c3ccccc3O4)ccc21,-1,-0.2,-9,0.4
COc1ccc(C2=N/C(=C\c3ccccc3)C(=O)O2)cc1OC,0,0.0,-4,-1.4
O=C(Nc1ccc(OC(F)(F)F)cc1)c1cc(=O)n(-c2ccccc2)c(=O)[nH]1,3,-0.1,6,3.8
COc1ccc(/C=C/C(=O)Nc2ccc([N+](=O)[O-])cc2Br)cc1,6,0.1,9,2.0
Nc1ccc(-c2cc(N)n(-c3ccccc3)n2)cc1,1,-0.1,35,0.2
Cc1ccccc1NC(=O)C(C)(C(F)(F)F)C(F)(F)F,-5,-0.1,-2,0.2
COc1ccc(N2C(=O)c3ccc(C(=O)Nc4cc(OC)ccc4OC)cc3C2=O)cc1,19,0.9,10,-1.0
COc1ccc(CNc2ccc3ncc(-c4cccc(N(C)C)c4)n3n2)cc1,4,0.0,7,1.1
COc1cc(OC)cc(-n2nc(C(=O)NCCN3CCCC3)c3ccccc3c2=O)c1,-2,-0.2,9,-2.1
COC(=O)CN1C(=O)c2ccccc2S1(=O)=O,-13,-0.2,9,0.4
CC(=O)Nc1ccc(NC(=O)CN(c2ccccc2F)S(=O)(=O)c2ccccc2)cc1,2,0.0,6,0.0
O=S(=O)(Nc1ccccn1)c1cccc(S(=O)(=O)c2ccccc2)c1,4,0.1,15,0.2
O=C(Nc1ccc2oc(-c3cccc(Br)c3)nc2c1)c1ccccc1F,6,0.1,6,-0.1
O=C(O)/C=C/c1cccc(-c2cnc(NCC3CC3)c3nccn23)c1,-3,0.1,-5,0.8
CCCCC(CC)C(=O)Nc1ccc(S(=O)(=O)NC(C)(C)C)cc1 (stereo not given),-2,0.7,21,0.0
CSc1nnc2c(n1)OC(c1ccccc1F)Nc1ccccc1-2 (stereo not given),2,-0.1,-5,2.4

# Taken from above, 3 compounds:
SMILES,TEAD-YAP block,FBW7 act,MITF primary,GPR151 activ
CCCS(=O)(=O)N1CCC(C(=O)N2CCCC2)CC1,-4,1.7,15,-1.4
Cc1cccc(N2CCN(C(=O)c3cccc(N4CCCC4=O)c3)C(C)C2)c1 (stereo not given),58*,0.0,2,-0.6
Cc1oc2ccc(O)cc2c1C(=O)N(C)C,-1,0.1,-5,-1.4

# Next section.
SMILES,TEAD-YAP block,FBW7 act,MITF primary,GPR151 activ
O=C(NC(=S)Nc1ccc(N2CCOCC2)c(Cl)c1)c1ccccc1F,-8,-0.1,-1,1.6
O=C(/C=N/Nc1nc2ccccc2o1)c1ccccc1,-3,-0.6,7,1.2
O=C(O)CCSCC(=O)c1ccc(NS(=O)(=O)c2ccccc2)cc1,1,-0.2,-3,0.2
Cc1cc(Cl)ccc1NC(=S)N(CCCN1CCOCC1)Cc1cccs1,7,0.2,-18,-0.1
O=C(Cc1cn(-c2ccc(NCCN3CCOCC3)nn2)c2ccccc12)NCc1cccnc1,-14,-0.1,20,0.7
COCCNc1oc(COc2cccc(C)c2)nc1C#N,-21,0.3,11,-0.5
COC(=O)C1=C(C)N(C)C(=O)NC1c1ccc(F)c(F)c1 (stereo not given),2,0.4,3,-1.9
COc1ccc(CN2CCN(Cc3c[nH]c4ccccc34)CC2)c(OC)c1,6,-0.2,58*,0.2
O=C1NC(=O)/C(=C\c2cccn2-c2cccc(C(F)(F)F)c2)N1,4,-0.1,3,0.6
Clc1ccc(CNc2nc(-c3ccc(Br)cc3)nc3ccccc23)cc1,-6,0.3,4,-0.8
CC(=O)Oc1cccc(N2C(=O)C3C4C=CC(CC4)C3C2=O)c1 (stereo not given),3,0.1,5,1.3
CN1CCc2c(c3ccccc3n2Cc2ccccc2)C1,1,-0.3&-0.1,-2&-10,-0.4&0.6
CC(=O)Nc1ccc(NC(=O)C2COc3ccccc3O2)cc1 (stereo not given),-4,0.1,6,0.4
CCOC(=O)C1CCN(C(=O)Cn2nc(CC)n3c(cc4sc(C)cc43)c2=O)CC1,5,0.2,12,-0.1
Cc1[nH]ncc1-c1ccc2nc(NC(=O)C3COc4ccccc4C3)sc2c1 (stereo not given),60*,0.5,39,0.3
NC(CC(=O)O)c1cccc(I)c1 (stereo not given),13,0.0,-5,0.6
COc1cc2nc(Nc3ccncn3)nc(Nc3ccc(N4CCOCC4)cc3)c2cc1OC,-22,0.2,6,0.9
CCS(=O)(=O)c1ccc2oc(SCc3cn4ccsc4n3)nc2c1,-7,0.0,2,1.1
CCCOc1ccc(C2C(=O)N(C3CCCCCC3)CC(=O)N2C(C)C)cc1OC (stereo not given),1,-0.6,10,0.5
O=c1[nH]c2ccc(Cl)cc2c(-c2ccccc2)c1C1=NOC(c2ccccc2Cl)C1 (stereo not given),0,0.5,2,-0.2
Cc1ccc(C(=O)Nc2sc3c(c2C(=O)NCC2CCCO2)CCCC3)cc1 (stereo not given),2,0.1,-18,-0.7
CCOc1ccc(NC(=O)c2cnn3c2NC(c2ccc(C)cc2)CC3C(F)(F)F)cc1 (stereo not given),-2,0.0,7,2.6
CCC(=O)NC(c1ccc(Cl)cc1)c1cc([N+](=O)[O-])c2cccnc2c1O (stereo not given),4,-0.6,34,0.8
COc1ccc(CCN2C(=S)N(c3ccccc3)C(=O)C2CC(=O)Nc2ccc(F)cc2)cc1OC (stereo not given),0,0.8,16,-1.8
O=S1(=O)c2cccc3cccc(c23)N1Cc1cccc(Cl)c1,-16,2.1*,8,0.8

# Shown bar-delimited: six of the compounds above
compound | TEAD-YAP block | FBW7 act | MITF primary | GPR151 activ
Clc1ccc(CNc2nc(-c3ccc(Br)cc3)nc3ccccc23)cc1 | -6 | 0.3 | 4 | -0.8
CC(=O)Oc1cccc(N2C(=O)C3C4C=CC(CC4)C3C2=O)c1 (stereo not given) | 3 | 0.1 | 5 | 1.3
CN1CCc2c(c3ccccc3n2Cc2ccccc2)C1 | 1 | -0.3&-0.1 | -2&-10 | -0.4&0.6
CC(=O)Nc1ccc(NC(=O)C2COc3ccccc3O2)cc1 (stereo not given) | -4 | 0.1 | 6 | 0.4
CCOC(=O)C1CCN(C(=O)Cn2nc(CC)n3c(cc4sc(C)cc43)c2=O)CC1 | 5 | 0.2 | 12 | -0.1
Cc1[nH]ncc1-c1ccc2nc(NC(=O)C3COc4ccccc4C3)sc2c1 (stereo not given) | 60* | 0.5 | 39 | 0.3

# Carrying on.
SMILES,TEAD-YAP block,FBW7 act,MITF primary,GPR151 activ
COc1cccc(NC(=O)CSc2ncc(-c3ccccc3)[nH]2)c1,-13,-0.2,8,1.5
CSc1ncccc1C(=O)OCC(=O)c1cccs1,-6,-0.1,23,-1.2
COCC(=O)Nc1ccc(OC)c(Cl)c1,-15,-0.1,2,-1.2
CCN(CC)C(=O)Cn1cnc2sc(C(=O)Nc3ccc(F)c(Cl)c3)c(C)c2c1=O,-1,0.0,13,0.4
O=C(c1cccs1)N1CCN(c2nc(-c3ccc(F)cc3)cs2)CC1,-52,0.6,15,-2.0
CC(=O)c1cc2c(cc1NC(=O)CSc1nnc3n(N)cnn13)OCO2,8,0.1,11,1.3
CC(=O)C1=C(O)C(=O)N(CCN2CCNCC2)C1c1ccccc1 (stereo not given),6,0.1,7,-1.8
Cc1cc(Oc2cc(NC(=O)c3nn4c(C(F)(F)F)cc(-c5ccc(Cl)cc5)nc4c3Cl)cc([N+](=O)[O-])c2)ccc1Cl,9,0.1,11,0.3
COc1ccc(-c2cc(-c3ccc(OC)cc3)c(C#N)c(SCC(=O)c3ccc(C)cc3)n2)cc1,-1,-0.1,-14,-0.3
CCOc1ccc(-c2nnc3ccc(SCC(=O)N4CCC(C)CC4)nn23)cc1,10,0.3,9,-0.3
COc1ccc(S(=O)(=O)CCC(=O)Nc2ccc(OC)cc2OC)cc1,7,0.2,-4,1.7
CCNc1nc(NCc2cccnc2)c2ncn(C3CCCCC3)c2n1,8,0.0,-2,0.4
Cc1ccc(OC(=O)Nc2ccc([N+](=O)[O-])cc2)cc1C,13,0.6,12,0.7
Cc1c(Cl)cccc1NC(=O)c1ccc(Br)cc1,-43,-0.1,8,1.9
CNC(=O)Cn1c(=O)n(-c2ccc(F)cc2)c(=O)c2oc3ccccc3c21,-2,0.1,1,-1.4
CCn1c(=O)/c(=C2/Sc3ccc(OC)cc3N2C)s/c1=C1/C(=O)N(C)C(=S)N1C,-43,0.0,4,0.0
OC(CNC1CCCC1)COc1ccc(-c2ccccc2)cc1 (stereo not given),8,0.3,0,-0.3
CC(C)C(=O)Nc1nnc(-c2cccs2)s1,-48,-0.1,14,1.6
CC(=O)Nc1ccc(NC(=O)Cc2cn(-c3ccc(NCc4cccnc4)nn3)c3ccccc23)cc1,2,-0.2,-3,-0.1
Cc1ccc(S(=O)(=O)NCC(O)Cn2c3ccc(Cl)cc3c3cc(Cl)ccc32)cc1 (stereo not given),0,0.7,2,-0.2
O=C(CN1C(=O)c2cccnc2Oc2ccc(Cl)cc21)NCc1cccs1,19,0.1,11,-1.0
CCN(CC)CCOc1cccc2c1CC(c1nc3ccc(-c4ccnc(N)n4)cc3[nH]1)CO2 (stereo not given),-4,0.1,-10,-0.1
C/C(N)=C(/C#N)C(=O)COC(=O)Cc1coc2ccc3ccccc3c12,-1,-0.1,-12,0.6
COc1cc(OC)cc(C(=O)Nc2sc3c(c2C#N)CCC(C(C)(C)C)C3)c1 (stereo not given),1,0.0,-2,-0.3
Cc1ccc(-n2nc(C)c(C3(O)C(=O)N(CCC(C)C)c4ccccc43)c2N)cc1 (stereo not given),-3,0.1,25,-1.4

# Carrying on:
SMILES,TEAD-YAP block,FBW7 act,MITF primary,GPR151 activ
CCCCN(C)C(=O)c1nc2ccccn2c1CN1CCN(c2cccc(OC)c2)CC1,9,0.0,-3,-0.7
COC(=O)/C(C#N)=C/c1c(Oc2cccc(C)c2C)nc2ccccn2c1=O,0,0.0,3,3.3
COc1ccccc1N1CCN(C(=O)C(NS(=O)(=O)c2cccs2)C(C)C)CC1 (stereo not given),-6,0.4,11,1.1
Nc1ccc([N+](=O)[O-])cc1C(=O)OCC(=O)c1ccc(Br)cc1,4,0.0,4,2.4
CCN1C(=O)C(CC(=O)Nc2ccccc2OC(C)=O)SC1=Nc1ccc(Cl)cc1 (stereo not given),9,0.0,10,0.5
COc1ccc(C(=O)Cn2c3ccccc3n3nc(C)c(=O)nc23)cc1,8,-0.1,5,-0.3
CCOC(=O)c1c[nH]c2c(C)c3[nH]c(C)c(C)c3cc2c1=O,-11,-0.1,-10,-0.2
Cc1ccc(S(=O)(=O)CCC(=O)NNC(=O)Cc2nc3ccccc3n2C)cc1,5,-0.6,2,-0.4
COc1ccc(N2C(=O)c3cccc4c(Cl)ccc(c34)C2=O)cc1,-2,-0.1,0,-0.1
Cc1cc(C(C)(C)C)cc(S(=O)(=O)Nc2ccccc2C(=O)N2CCOCC2)c1C,-5,-0.2,-10,-0.8
C/C(=N\NC(=O)Cc1cccs1)c1ccc(Cl)cc1Cl,10,-0.1,14,3.8
CC(=O)c1c(C)[nH]c(C(=O)OCC(=O)Nc2c(C)n(C)n(-c3ccccc3)c2=O)c1C,4,-0.1,-3,0.5
Cc1cc(C)c2oc(=O)cc(CN3CCN(c4ccc(F)cc4)CC3)c2c1,2,0.0,-4,0.4
CN(C)c1ccc(/C=C(\NC(=O)c2ccccc2F)C(=O)Nc2ccc(Br)cc2)cc1,10,-0.2,4,-0.6
CCCOc1ccc(C2NC(=S)NC(c3ccccc3)=C2C(=O)OCC)cc1OC (stereo not given),0,-0.2,4,0.9
N=C1C(c2ccccc2)=C(O)CN1NC(=O)c1cccc(S(=O)(=O)N2CCOCC2)c1,5,0.1,7,1.8
Cc1nnc(SCC(=O)N/N=C/c2cc(Br)ccc2O)n1-c1ccccc1,2,-0.2,-9,1.9
Cc1nnc(Nc2ccccc2)[nH]c1=O,-3,-0.1,-15,0.3
N[C@H](C(=O)O)c1ccc(C(=O)O)c(O)c1,.,-0.1,27,-0.8
CCOC(=O)N1CCN(CCC(=O)Nc2cc(OC)cc(OC)c2)CC1,11,0.1,3,0.1
COc1ccc(CCNC(=O)c2ccc(-c3cccc(N)c3)s2)cc1,-5,0.1,1,0.6
N=C1/C(=C(/O)c2ccccc2)C(c2ccccc2)C2=C(CCCC2=O)N1c1ccc([N+](=O)[O-])cc1 (stereo not given),-11,0.1,4,-0.2
CCOC(=O)c1nn(-c2ccc(Br)cc2)cc1C(=O)c1nc2ccccc2s1,7,0.1,-9,-0.1
Cc1ccc2nc(-c3cccc(-c4nc5ccc(C)cc5o4)c3)oc2c1,-46,-0.1,-11,-0.5

# High-throughput results from PubChem BioAssay.
